Screens as filed in PubChem BioAssay.
FBW7 activator: activators of human E3 ligase FBW7. actives 0.13% (n = 650,000). AID 1259310. normalized activity (activation), % at 26.1 µM. AlphaScreen FBW7–phospho-cyclin E peptide binding, activator screen. Q969H0; in the data active = normalized activity above about 1.9%;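 also: purified mutant Fbw7 with reduced substrate affinity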
Target sequence (Q969H0 whole entry, looked up): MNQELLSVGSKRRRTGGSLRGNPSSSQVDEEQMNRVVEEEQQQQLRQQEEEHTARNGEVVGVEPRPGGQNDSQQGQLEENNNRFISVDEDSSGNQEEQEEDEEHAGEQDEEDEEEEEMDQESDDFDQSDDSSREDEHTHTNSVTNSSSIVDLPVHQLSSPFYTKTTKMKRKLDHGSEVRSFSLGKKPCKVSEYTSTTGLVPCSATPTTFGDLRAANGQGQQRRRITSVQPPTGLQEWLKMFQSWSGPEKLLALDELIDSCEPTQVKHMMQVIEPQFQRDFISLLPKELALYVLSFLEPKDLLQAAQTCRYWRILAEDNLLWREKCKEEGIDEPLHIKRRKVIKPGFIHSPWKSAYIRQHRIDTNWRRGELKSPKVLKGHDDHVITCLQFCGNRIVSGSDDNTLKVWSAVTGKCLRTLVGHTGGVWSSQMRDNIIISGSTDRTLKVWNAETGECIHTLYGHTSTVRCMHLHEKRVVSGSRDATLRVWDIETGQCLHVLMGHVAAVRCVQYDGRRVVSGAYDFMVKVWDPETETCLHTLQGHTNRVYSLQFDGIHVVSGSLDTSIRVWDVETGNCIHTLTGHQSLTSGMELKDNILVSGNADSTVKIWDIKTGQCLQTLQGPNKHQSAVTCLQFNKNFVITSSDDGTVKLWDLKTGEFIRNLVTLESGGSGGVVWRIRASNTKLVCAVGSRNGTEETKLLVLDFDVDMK
MITF inh: human MITF inhibition, primary screen | AlphaScreen MITF homodimerization, bead proximity signal | O75030 | inhibition, % at 2.6 µM | actives 0.91% (n = 650,000) | AID 1259374; in the data active = inhibition above about 50%;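 also: 0% = vehicle wells with protein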
TEAD-YAP inh: TEAD-YAP interaction inhibition; HEK-TIYL cells, TEAD-Gal4/YAP UAS-luciferase luminescence; inhibition, % at 9.12 µM; actives 1.4% (n = 640,000); AID 1259422; in the data active = inhibition above about 32%;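 also: 0% = median of test compound wells and 100% = reference inhibitor wells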
GPR151 activ: activators of human GPR151. Q8TDV0. PathHunter beta-arrestin GPR151 cells, luminescence. activation, % at 11.2 µM. actives 1% (n = 650,000). AID 1508602; in the data active = activation above about 4.9%;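 also: 0% = median of compound wells and 100% = cells with positive control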
An asterisk follows results filed as active; . = not tested or not shown. Hits appear at their usual frequency; overall some 3.4% were active at least once.

entry | molecule | FBW7 activator | MITF inh
1 | Cc1c(Cl)cccc1-n1c(SCC(=O)Nc2ccccc2C(F)(F)F)nc2[nH]ncc2c1=O | 0.3 | 13.8
2 | O=C(Nc1nnc(Cc2ccc(Cl)cc2)s1)C(Cl)(Cl)Cl | 0.1 | -0.3
3 | O=C(Nc1ccc(F)cc1)c1cc(S(=O)(=O)N2CCCCC2)ccc1Cl | 0.1 | 9.3
4 | CCC(=O)N1CCc2cc(Br)cc(S(=O)(=O)N(C)C3CCCCC3)c21 | -0.1 | 1.4
5 | Cc1c(C(=O)NC(=S)Nc2cccnc2)cccc1[N+](=O)[O-] | 0.2 | 14.8
6 | O=c1[nH]ncc(N/N=C/c2ccccc2)c1Cl | 0.1 | 14.2
7 | C=CCOc1cc(OC)c(OC)c(OC)c1 | 0.0 | 2.4
8 | NC(=O)c1ccccc1NC(=O)c1ccc(Br)cc1 | 0.8 | 20.6

entry | TEAD-YAP inh | GPR151 activ
1 | 13.8 | 0.7
2 | -3.4 | -1.1
3 | 3.5 | -1.7
4 | 2.7 | -1.0
5 | 5.9 | 0.6
6 | -15.4 | -4.4
7 | -1.3 | -1.8
8 | -37.6 | 3.5

New compounds follow
entry | molecule | FBW7 activator | MITF inh
9 | CCOC(=O)COc1ccc(S(=O)(=O)Nc2ccc(Cl)cc2Cl)cc1 | 0.1 | -7.7
10 | CC(Cc1ccc2c(c1)OCO2)CN1CCC[C@@H]2CN(S(=O)(=O)C(C)C)CC[C@H]21 (some centres undefined) | 0.2 | 13.8
11 | Cn1nccc1Nc1cccc(C(=O)NC2CCN(Cc3ccccc3)CC2)n1 | 0.2 | 19.3
12 | O=C(CN1C(=O)c2ccccc2C1=O)NC1c2ccccc2-c2ccccc21 | 0.8 | 2.2
13 | CCC(OC(=O)c1ccco1)C(=O)NCc1ccco1 (centres undefined) | -0.3 | -6.1
14 | COc1ccc(C2C(C(=O)Nc3ccc4c(c3)OCO4)c3ccccc3C(=O)N2Cc2ccc(F)cc2)cc1 (centres undefined) | 0.8 | 1.6
15 | O=C1CSc2ccc(S(=O)(=O)N3CCCC3)cc2N1 | 0.5 | 116.2*
16 | CCOC(=O)c1c(NC(=O)COC(=O)c2cc[n+]([O-])cc2)sc2c1CCCC2 | -0.1 | 3.3

entry | TEAD-YAP inh | GPR151 activ
9 | 6.4 | 0.8
10 | -7.0 | 0.8
11 | 1.4 | 2.0
12 | 9.8 | -1.5
13 | -3.3 | 1.2
14 | -5.4 | -1.0
15 | 1.5 | -0.3
16 | -2.4 | 0.9

From no. 7 to 13, as listed above:
entry | molecule | FBW7 activator | MITF inh
7 | C=CCOc1cc(OC)c(OC)c(OC)c1 | 0.0 | 2.4
8 | NC(=O)c1ccccc1NC(=O)c1ccc(Br)cc1 | 0.8 | 20.6
9 | CCOC(=O)COc1ccc(S(=O)(=O)Nc2ccc(Cl)cc2Cl)cc1 | 0.1 | -7.7
10 | CC(Cc1ccc2c(c1)OCO2)CN1CCC[C@@H]2CN(S(=O)(=O)C(C)C)CC[C@H]21 (some centres undefined) | 0.2 | 13.8
11 | Cn1nccc1Nc1cccc(C(=O)NC2CCN(Cc3ccccc3)CC2)n1 | 0.2 | 19.3
12 | O=C(CN1C(=O)c2ccccc2C1=O)NC1c2ccccc2-c2ccccc21 | 0.8 | 2.2
13 | CCC(OC(=O)c1ccco1)C(=O)NCc1ccco1 (centres undefined) | -0.3 | -6.1

entry | TEAD-YAP inh | GPR151 activ
7 | -1.3 | -1.8
8 | -37.6 | 3.5
9 | 6.4 | 0.8
10 | -7.0 | 0.8
11 | 1.4 | 2.0
12 | 9.8 | -1.5
13 | -3.3 | 1.2

Next part:
entry | molecule | FBW7 activator | MITF inh
17 | COc1ccc(-c2nc3c(c4c2C[C@H](c2ccccc2)OC4)CN(C(=O)C2CC2)CC3)c(C)c1 | 0.0 | -0.1
18 | Cc1c(Br)c([N+](=O)[O-])nn1CC(=O)Nc1cccc(C(F)(F)F)c1 | -0.2 | -8.1
19 | CSc1cccc(NC(=O)N[C@H]2C[C@H]3C(=O)N4CCC[C@H]4C(=O)N3C2)c1 | -0.1 | -3.3
20 | CCOc1ccc(Oc2ccc(C(N)=O)cc2[N+](=O)[O-])cc1 | 0.1 | 4.3
21 | CCN1CCN(S(=O)(=O)c2ccc3oc(C(=O)O)c(C)c3c2)CC1 | -0.2 | -14.3
22 | COc1ccc(C(=O)OC(C)CN2CCCC2)cc1 (centres undefined) | 0.0 | 0.6
23 | O=C(Nc1sc2c(c1C(=O)O)CCCC2)c1ccccc1Br | -0.3 | -28.4
24 | COC(=O)Nc1cc(C)nc2ccccc12 | 0.0 | 10.7

entry | TEAD-YAP inh | GPR151 activ
17 | . | 0.9
18 | -1.4 | -0.3
19 | -3.5 | -0.4
20 | 6.1 | 0.3
21 | -1.6 | -0.4
22 | -1.1 | 0.7
23 | -7.8 | 1.5
24 | 13.2 | -0.2

Fetched by structure from above:
entry | molecule | FBW7 activator | MITF inh
23 | O=C(Nc1sc2c(c1C(=O)O)CCCC2)c1ccccc1Br | -0.3 | -28.4
18 | Cc1c(Br)c([N+](=O)[O-])nn1CC(=O)Nc1cccc(C(F)(F)F)c1 | -0.2 | -8.1

entry | TEAD-YAP inh | GPR151 activ
23 | -7.8 | 1.5
18 | -1.4 | -0.3

Carrying on.
entry | molecule | FBW7 activator | MITF inh
25 | CN1Cc2cccc(C(=O)N3CCC4(CC3)NC(=O)c3cccnc3N4C)c2C1=O | -0.1 | 4.8
26 | Cc1ccc(-c2cc(C(F)(F)F)n3nc(C(=O)N(Cc4ccccc4)Cc4ccccc4)cc3n2)cc1 | 0.2 | -12.1
27 | Cc1[nH]n(-c2ccc(C(=O)O)cc2)c(=O)c1CCO | 0.1 | 4.5
28 | CN(C)S(=O)(=O)N(CC(=O)Nc1cccc(F)c1)c1ccccc1 | 0.0 | 17.5
29 | COCCN(CCOC)S(=O)(=O)c1ccc(C(=O)Nc2nnc(-c3ccc(F)cc3)s2)cc1 | -0.1 | -8.9
30 | COc1ccc(NC(=S)Nc2ccc(S(=O)(=O)N3CCOCC3)cc2)cn1 | 0.5 | 11.4
31 | CC(C)(C)n1nnnc1C(c1cc2cc3c(cc2[nH]c1=O)OCCO3)N1CCSCC1 (centres undefined) | 0.0 | 12.6
32 | COc1ccc(CCNC(=O)c2ccccc2SC)cc1 | -0.1 | -2.8

entry | TEAD-YAP inh | GPR151 activ
25 | 0.2 | 0.9
26 | 5.2 | -0.1
27 | -3.4 | 1.0
28 | -2.1 | 0.0
29 | -0.5 | 0.3
30 | 5.5 | -1.2
31 | 5.3 | 0.3
32 | 2.8 | -1.2

Gathered by group: the compounds so far with an aryl thioether with sulfur outside any ring
entry | molecule | FBW7 activator | MITF inh
1 | Cc1c(Cl)cccc1-n1c(SCC(=O)Nc2ccccc2C(F)(F)F)nc2[nH]ncc2c1=O | 0.3 | 13.8
19 | CSc1cccc(NC(=O)N[C@H]2C[C@H]3C(=O)N4CCC[C@H]4C(=O)N3C2)c1 | -0.1 | -3.3
32 | COc1ccc(CCNC(=O)c2ccccc2SC)cc1 | -0.1 | -2.8

entry | TEAD-YAP inh | GPR151 activ
1 | 13.8 | 0.7
19 | -3.5 | -0.4
32 | 2.8 | -1.2

Next entries follow.
entry | molecule | FBW7 activator | MITF inh
33 | Cc1ccc2nc(-c3ccc(NC(=O)COc4cccc(Br)c4)cc3)sc2c1 | -0.3 | 4.8
34 | C=CCSc1nnc(-c2ccc([N+](=O)[O-])cc2)o1 | -0.4 | 9.9
35 | COC(=O)c1ccc(NC(C(=O)OC)C(C)C)c([N+](=O)[O-])c1 (centres undefined) | -0.2 | 13.5
36 | COc1ccc(CN(C)CCO)cc1OC | -0.1 | 0.4
37 | CC(C)(C)NC(=O)CN(C(=O)c1csnn1)c1ccc(F)cc1 | 0.0 | 9.9
38 | Cc1ccc2nc(-c3ccc(NC(=O)c4ccc(S(=O)(=O)N5CC(C)CC(C)C5)cc4)cc3)sc2c1 (centres undefined) | -0.1 | 18.2
39 | O=C(O)COc1cccc(/C=C2/SC(=O)N(c3ccccc3)C2=O)c1 | -0.1 | 5.3
40 | COc1ccc(-n2ncc3c(N4CCN(c5ccccc5OC)CC4)ncnc32)cc1 | 0.0 | -3.2

entry | TEAD-YAP inh | GPR151 activ
33 | -3.6 | 0.0
34 | -39.9 | -0.6
35 | 2.1 | -1.7
36 | -4.8 | -0.6
37 | -1.7 | -0.7
38 | 2.3 | -0.8
39 | 15.7 | 1.0
40 | 7.3 | -0.4

Next section.
entry | molecule | FBW7 activator | MITF inh
41 | CC(C)COC(=O)NC(Cc1c[nH]c2ccccc12)C(=O)NC1CCCCCC1 (centres undefined) | 0.3 | 11.5
42 | c1nc(NCCc2ccc3c(c2)OCCO3)c2ccsc2n1 | -0.1 | -2.4
43 | COc1ccc(C2N=C(c3ccc(C)cc3)CC(c3cc(Cl)ccc3O)N2)cc1Br (centres undefined) | 0.0 | 11.3
44 | CCOC(=O)C1=C(C)NC2=C(C(=O)C(C(=O)OC)C(C)C2)C1c1cccc(F)c1 (centres undefined) | 0.1 | -10.2
45 | CCOC(=O)c1c(C)oc2ccc(OCc3c(OC)ccc4cc(Br)ccc34)cc12 | 0.0 | -3.8
46 | Cc1cc([N+](=O)[O-])ccc1NC(=O)CS(=O)(=O)c1ccccc1 | 0.0 | -3.6
47 | CC(C)N1CCc2c(sc(NC(=O)c3nc4ccccc4s3)c2C(N)=O)C1 | -0.1 | 7.8
48 | CC(C)c1ccc(OCC(=O)NC2CCCC2)cc1 | 0.0 | -8.6

entry | TEAD-YAP inh | GPR151 activ
41 | -6.7 | 0.1
42 | 39.2* | 5.6*
43 | -11.3 | -0.3
44 | 8.3 | 1.2
45 | -2.5 | -0.6
46 | 6.0 | 4.1
47 | -0.5 | 0.8
48 | -12.2 | -0.3

(next part)
entry | molecule | FBW7 activator | MITF inh
49 | COc1cc(/C=C2/C(=O)N(c3ccc(Br)cc3)N=C2C)cc(OC)c1OC | -0.7 | 16.4
50 | Cc1cc(C)c2cc(C#N)c(NCCNS(=O)(=O)c3ccc4c(c3)OCCO4)nc2c1 | 0.2 | 11.4
51 | O=C(NCc1ccc2c(c1)OCO2)C1CCC(Cn2c(=S)[nH]c3ccccc3c2=O)CC1 (centres undefined) | 0.1 | 13.0
52 | Cc1ccc(/C=N/NC(=O)CNC(=O)Cc2ccccc2)o1 | 0.4 | 19.9
53 | O=C(CN1C(=O)C(=O)N(Cc2ccco2)C1=O)NCc1ccccc1 | 0.0 | 7.1
54 | CCN(CC)S(=O)(=O)c1cc([N+](=O)[O-])ccc1N/N=C(\C)c1ccc2c(c1)OCO2 | 0.2 | 9.0
55 | Cc1ncoc1C(=O)Nc1ccccc1C(F)(F)F | 0.0 | 14.2
56 | CC(=O)c1cc(F)c(N2CCN(C(=O)c3c(F)c(F)cc(C)c3Cl)CC2)cc1C | -0.1 | 3.9

entry | TEAD-YAP inh | GPR151 activ
49 | 12.2 | -0.2
50 | 4.6 | 0.1
51 | -11.2 | -0.6
52 | -1.1 | -2.5
53 | -0.7 | 0.6
54 | 1.1 | -1.9
55 | 0.5 | -1.8
56 | 6.1 | 1.4

Continued:
entry | molecule | FBW7 activator | MITF inh
57 | O=C(NCc1cccnc1)NC1(c2ccccc2)CC1 | -0.1 | -3.3
58 | CC(C)n1cnc2c(NCCCN3CCOCC3)nc(-c3cccc(OC(F)(F)F)c3)nc21 | -0.1 | -15.2
59 | COc1cc(OC)cc(C(=O)Nc2c3c(nn2-c2ccccc2C)CSC3)c1 | 0.0 | 9.8
60 | COc1ccc(NC(=O)c2cc(F)c(F)c(F)c2F)c(S(=O)(=O)N2CCCCC2)c1 | 0.1 | 20.1
61 | CCc1ccc(C2C(C(=O)OC)=C(C)NC3=C2C(=O)CCC3)s1 (centres undefined) | -0.1 | 5.6
62 | Clc1ccccc1-c1cnc2ccc(NC3CCOCC3)nn12 | 0.0 | 7.6
63 | COc1ccc(/C(C)=N\NC(=O)CNc2ccc(F)cc2)c(OC)c1 | -0.1 | -0.9
64 | O=C(NCc1ccccc1Cl)c1ccc(Cl)c([N+](=O)[O-])c1 | -0.1 | 4.2

entry | TEAD-YAP inh | GPR151 activ
57 | 3.5 | -1.6
58 | 12.7 | -0.5
59 | 27.3 | 0.8
60 | 9.2 | 0.2
61 | 17.2 | 0.4
62 | -29.3 | 0.2
63 | -4.2 | -0.3
64 | 4.1 | 3.0

Other compounds follow.
entry | molecule | FBW7 activator | MITF inh
65 | COc1ccccc1OCC(=O)NCCn1ccnc1C | 0.2 | -2.7
66 | CCc1ccc(-n2c(=S)sc3c(=O)n(-c4ccccc4)c(SCc4ccccc4C)nc32)cc1 | 0.1 | 5.9
67 | O=C(Oc1ccc([N+](=O)[O-])cc1)C1C2CCCCC21 (centres undefined) | 0.1 | -1.7
68 | COCCCn1c(=O)c2sccc2n2c(CCCC(=O)Nc3cccc(C)c3)nnc12 | 0.3 | 0.8
69 | CCOC(=O)Cc1csc(NC(=O)CCc2ccccc2)n1 | 0.2 | 10.4
70 | O=C(O)c1ccc(Cl)c(N2C(=O)C3C4c5ccccc5C(c5ccccc54)C3C2=O)c1 (centres undefined) | 0.2 | -9.2

entry | TEAD-YAP inh | GPR151 activ
65 | 13.7 | 0.4
66 | -6.5 | -1.3
67 | -6.5 | -2.0
68 | 9.6 | 1.8
69 | -2.9 | -1.1
70 | 1.6 | -0.3
